Screening data from PubChem.
bIAP activator: intestinal alkaline phosphatase (bovine) activation | purified bovine IAP, CDP-star luminescence, 30 min; active compounds read high; fold of DMSO-control signal, blank-subtracted | actives 0.17% (n = 200,000) | activation factor at 20 µM;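 active means activation factor of 2 or more at 20 µM, a signal rise over negative controls twice the positive control's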
FLuc inhib CS: counter-screen for luciferase assay inhibitors: firefly luciferase inhibition. P08659. ATPLite firefly luciferase biochemical luminescence, 10 min. inhibition, % at 10 µM. actives 1.5% (n = 200,000);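 active means inhibition above about 50% when tested at 10 µM, limit read from the data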
TNAP inh hiacc: blocks human TNAP under high phosphate acceptor concentration | actives 0.03% (n = 200,000) | AID 1135 | inhibition, % at 20 µM | P05186 | purified TNAP, CDP-star luminescence, 1 M DEA;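 active means over 50% inhibition of tissue-nonspecific alkaline phosphatase at 20 µM in the single-dose screen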;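 further: plate controls were DMSO wells for no effect and EDTA-quenched wells as full inhibition for full effect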
Target sequence (P05186 whole entry, looked up): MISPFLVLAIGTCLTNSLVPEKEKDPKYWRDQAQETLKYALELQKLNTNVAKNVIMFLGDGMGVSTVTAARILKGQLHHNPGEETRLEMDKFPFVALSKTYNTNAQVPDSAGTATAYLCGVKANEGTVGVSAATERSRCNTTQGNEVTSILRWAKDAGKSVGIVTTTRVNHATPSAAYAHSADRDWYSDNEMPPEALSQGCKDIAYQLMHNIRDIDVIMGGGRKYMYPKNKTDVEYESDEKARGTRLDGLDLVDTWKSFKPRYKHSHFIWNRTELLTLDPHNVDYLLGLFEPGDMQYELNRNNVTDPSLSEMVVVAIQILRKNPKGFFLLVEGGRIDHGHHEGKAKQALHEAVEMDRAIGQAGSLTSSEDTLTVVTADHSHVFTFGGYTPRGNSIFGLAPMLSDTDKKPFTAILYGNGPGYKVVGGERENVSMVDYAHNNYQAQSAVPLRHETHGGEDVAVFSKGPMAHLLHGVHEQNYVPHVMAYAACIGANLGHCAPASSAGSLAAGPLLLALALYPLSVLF
PMI act satM6P: activators of human phosphomannose isomerase at near-saturating mannose 6-phosphate. actives 0.34% (n = 190,000). activation factor at 20 µM. AID 1216. P34949. coupled PMI enzyme assay, resazurin fluorescence, 20 min; active compounds read high; 1 = untreated enzyme, 0 = substrate-free blank;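 active means activation factor of 2 or more at 20 µM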
Target sequence (P34949 whole entry, looked up): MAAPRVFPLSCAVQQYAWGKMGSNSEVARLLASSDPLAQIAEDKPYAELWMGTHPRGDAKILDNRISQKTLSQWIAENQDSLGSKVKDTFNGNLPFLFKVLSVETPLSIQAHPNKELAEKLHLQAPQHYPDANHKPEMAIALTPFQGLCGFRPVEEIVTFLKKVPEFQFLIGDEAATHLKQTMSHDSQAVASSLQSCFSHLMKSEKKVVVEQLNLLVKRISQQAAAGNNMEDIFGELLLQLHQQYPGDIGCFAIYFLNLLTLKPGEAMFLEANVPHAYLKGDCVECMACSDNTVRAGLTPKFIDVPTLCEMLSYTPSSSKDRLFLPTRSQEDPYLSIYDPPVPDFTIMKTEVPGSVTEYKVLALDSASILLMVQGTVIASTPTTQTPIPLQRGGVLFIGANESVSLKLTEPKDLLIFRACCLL
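Technique: Diaphorase-driven resazurin-to-resorufin fluorescence, excitation 544, emission 590 nm | Assay system: Human PMI in coupled enzyme assay | Times: Enzyme reaction with compound 20 min at room temperature | Medium: HEPES-buffered pH 7.4 with magnesium and detergent | Reagent: Mannose-6-phosphate 1.0 mM (near-saturating) plus 0.22 mM NADP+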
PMI act: phosphomannose isomerase (human) activation; purified human PMI, coupled resazurin fluorescence, 20 min; active compounds read high; 1 = vehicle control, 0 substrate-free wells; actives 0.005% (n = 190,000); activation factor at 20 µM; AID 1214; P34949;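 active means activation factor of 2 or more at 20 µM, relative to plate controls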
APP 5'UTR act: activates APP 5'UTR luciferase reporter; SH-SY5Y APP 5'UTR luciferase reporter, luminescence; zero percent = DMSO vehicle wells; actives 1% (n = 190,000); activation, % at 2 µM;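 active means activation above a set limit, based on mean plus 3 SD of controls, cut at about 140% in these data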; further: values of inactives mirror those of a sister screen read the other way
TNAP inh noacc: TNAP (human) inhibition, acceptor-free conditions; actives 0.26% (n = 200,000); inhibition, % at 20 µM; purified TNAP, CDP-star luminescence, 30 min; AID 1012; P05186;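 active means tissue-nonspecific alkaline phosphatase inhibition above about 50% at 20 µM in the single-dose screen, limit read from the data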;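 further: 0% = DMSO negative control and 100% = EDTA positive control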
NF-kB expr up: NF-kB expression increase, human neuronal cells. NF-kB reporter expression; active compounds read high. fold change at 12.5 µM. actives 1.6% (n = 190,000). AID 1239; in the data active means fold change above about 3.3
FLuc stim CS: affects firefly luciferase, flagging false hits in luciferase stimulation screens; ATPlite luciferase biochemical, luminescence, 10 min; 0 = ATP-free wells, 1 = DMSO control; activation factor at 10 µM; 200,000 tested, under 10 active;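 active means luciferase activation factor, scaled between plate controls, of at least 2 with compound at 10 µM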
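test system = cell-free luciferase reagent | medium = PBS as buffer for the ATP substrate | dosing = test compounds dosed from 2 mM stocks in 100% DMSO | incubation = 10 min at ambient temperature | detection = luminescence measurement of luciferase light output | benchmarks = low control with PBS replacing ATP, high control enzyme plus ATP without compound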
TNAP act hiacc: TNAP (human) activation, high acceptor | P05186 | purified TNAP, CDP-star luminescence, 1 M DEA, 30 min; active compounds read high; 0 = EDTA background, 1 = DMSO-only activity | activation factor at 20 µM | 200,000 tested, under 10 active | AID 1136;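 active means activation factor at least 2 at 20 µM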
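Measured by: Luminescent substrate turnover signal | Test system: Human TNAP | Input: TNAP 1/800 final | Dosing: 20 µM single point | Schedule: 30 min, room temperature | Controls: EDTA wells as negative control, DMSO wells as positive control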
* = called active by the depositor; · = no result given.

1) COc1ccc(CCNC(=O)CC(c2ccccc2)c2cccc(C)c2O)cc1OC (configuration not stated)
2) CCOC(=O)C1(Cc2ccc(Cl)cc2)CCN(Cc2ccon2)CC1
3) CCN(C(=O)COC(=O)c1cccc(NS(=O)(=O)c2ccc(F)c(F)c2)c1)C1CCS(=O)(=O)C1 (configuration not stated)
4) COc1ccc(C(NC(=O)/C=C\c2ccco2)c2ccc(OC)c(OC)c2)cc1 (configuration not stated)
5) CSC1=N/C(=C\c2ccc(C)cc2)C(=O)S1
6) CC(=O)N1N=C(c2ccc(C)cc2)CC1c1ccco1 (configuration not stated)
7) Cc1ccc(NC(=O)C2=C(c3ccccc3)S(=O)(=O)CCS2(=O)=O)cc1
8) CCOc1ccccc1-n1c(C)nc2cc(C(=O)O)ccc21

compound no.	1	2	3	4	5	6	7	8
bIAP activator	1.1	1.1	1	0.9	0.9	1	1	1
FLuc inhib CS	-1	-3	-7	-12	0	-2	-5	-2
TNAP inh hiacc	2	-7	-4	-9	-4	-8	-8	-6
PMI act satM6P	0.8	0.9	1	0.9	0.9	1	1.1	1
PMI act	0.8	0.9	0.9	1	0.8	1	1.1	1.1
APP 5'UTR act	-2	-24	12	-15	-4	31	-93	20
TNAP inh noacc	5	-10	-6	1	-8	-19	-6	-17
NF-kB expr up	·	0.89	0.97	1.2	1.1	1.8	0.47	0.95
FLuc stim CS	1	1	1.1	1.1	1	1	1	1
TNAP act hiacc	1	1.1	1	1.1	1	1.1	1.1	1.1

9) C=CCSc1nc2c(c(C3CC=CCC3)c1C#N)CCC2 (configuration not stated)
10) Cc1cccc(C)c1-n1c(C)nn(Cc2ccc([N+](=O)[O-])cc2)c1=O
11) CC(=O)c1ccc(NS(=O)(=O)c2ccc(N)cc2)cc1
12) CCn1c(=O)cc(SCC(=O)NCCC2=CCCCC2)c2ccccc21
13) Cc1ccc2nc(NC3=NC(CC(=O)O)C(=O)N3)nc(C)c2c1 (configuration not stated)
14) Fc1ccc2nc(C3CCN(Cc4nc(CC5CC5)no4)CC3)[nH]c2c1
15) OC(CN1CCN(c2ccccc2)CC1)Cn1c2ccccc2c2ccccc21 (configuration not stated)
16) COc1ccc(C2=NN(C(=O)c3cccc([N+](=O)[O-])c3)C(c3cccc([N+](=O)[O-])c3)C2)cc1 (configuration not stated)

compound no.	9	10	11	12	13	14	15	16
bIAP activator	0.8	0.9	1	0.9	1.1	1.1	0.9	0.9
FLuc inhib CS	-5	2	-3	-5	-5	4	-6	-2
TNAP inh hiacc	-1	1	-3	3	0	5	-7	0
PMI act satM6P	1	1.1	1.1	0.9	1	1.1	1	1
PMI act	1	0.6	1	0.8	1	1.1	0.9	0.9
APP 5'UTR act	15	4	2	35	1	6	7	30
TNAP inh noacc	-10	8	-9	-1	-13	2	-10	-10
NF-kB expr up	1	1	1.2	1.2	1.1	0.64	1.1	0.99
FLuc stim CS	1.1	1	1	1.1	1.1	1	1.1	1
TNAP act hiacc	1	1	1	1	1	0.9	1.1	1

17) CCCCOc1ccc(CN2CCCCC2)cc1
18) N#C/C(=C(/O)COC(=O)c1ccc2c(c1)OCCO2)c1nc2ccccc2[nH]1
19) Cc1ccc2c(c1)NC(=O)CC(c1ccccc1)=N2
20) c1ccc2c(-n3cccn3)cccc2c1
21) COc1ccc(/C=N/NC(=O)c2cc(-c3ccccc3OC(C)C)nc3ccccc23)cc1CN1CCOCC1
22) O=C(NCc1nc(-c2ccccc2)no1)c1cccs1
23) CN(C)c1nnnn1-c1ccc(Cl)cc1Cl
24) COc1cc(NC(=O)c2cccs2)c(OC)cc1NC(=O)c1ccco1

compound no.	17	18	19	20	21	22	23	24
bIAP activator	1.1	1.1	1.1	0.8	0.7	0.9	1.1	0.5
FLuc inhib CS	-4	-2	9	6	-5	1	-4	0
TNAP inh hiacc	-1	-7	1	-1	-4	-4	-1	-4
PMI act satM6P	0.9	0.8	0.9	1	1	0.9	1.1	0.9
PMI act	0.8	1	1	1	1	0.8	1.2	1
APP 5'UTR act	6	1	12	41	-1	15	3	4
TNAP inh noacc	-3	-15	0	6	3	-8	-9	-9
NF-kB expr up	1.2	1.1	2	1.1	1.1	1.2	1.6	1.2
FLuc stim CS	1	1	0.9	0.9	1.1	1	1	1
TNAP act hiacc	1	1.1	1	1	1	1	1	1

25) Cc1nn(CC(=O)Nc2cccnc2)c(=O)c2ccccc12
26) CCc1cccc2c(C#N)cn(CCOc3ccccc3OC)c12
27) CCOCCCNC(=S)N1C2CCC1CC(NC(=O)Nc1ccc(C(=O)OCC)cc1)C2 (configuration not stated)
28) O=C(OCCN1C(=O)c2ccccc2C1=O)c1ccccc1
29) Cc1ccc(C(C(=O)Nc2ccc(C(C)C)cc2)N(C)C(=O)c2ccc(=O)[nH]c2)cc1 (configuration not stated)
30) COCCCn1c(SCC(=O)NC(C)C)nnc1-c1ccccc1
31) COc1ccccc1NC1=NC2(CCCC2)N=C(N)N1
32) Nc1ccc(S(=O)(=O)NNC(=O)C(=O)NNc2ccccn2)cc1

compound no.	25	26	27	28	29	30	31	32
bIAP activator	1	1	1.4	0.8	1.1	0.9	0.9	1.3
FLuc inhib CS	-9	-2	-5	3	-7	-8	-3	-3
TNAP inh hiacc	-7	0	-8	-5	-5	-8	3	0
PMI act satM6P	0.5	0.8	0.8	1	0.9	1	0.9	0.7
PMI act	0.9	0.9	0.9	1.1	0.8	1.1	0.9	0.7
APP 5'UTR act	-1	10	-15	22	-2	16	-2	-12
TNAP inh noacc	-10	-2	-24	-9	-2	-17	-12	-211
NF-kB expr up	1	0.97	1.1	1.5	1	0.85	1.4	1.2
FLuc stim CS	1.1	1	1	1	1.1	1.1	1	1
TNAP act hiacc	1.1	1	1.1	1	1.1	1.1	1	1

Ordered by value in TNAP inh hiacc (lowest first): 4 from the list above.
| item | molecule | TNAP inh hiacc |
| --- | --- | --- |
| 27 | CCOCCCNC(=S)N1C2CCC1CC(NC(=O)Nc1ccc(C(=O)OCC)cc1)C2 (configuration not stated) | -8 |
| 25 | Cc1nn(CC(=O)Nc2cccnc2)c(=O)c2ccccc12 | -7 |
| 29 | Cc1ccc(C(C(=O)Nc2ccc(C(C)C)cc2)N(C)C(=O)c2ccc(=O)[nH]c2)cc1 (configuration not stated) | -5 |
| 26 | CCc1cccc2c(C#N)cn(CCOc3ccccc3OC)c12 | 0 |

(continued)
33) COCCNC(=O)c1ccc(NC(C)=O)cc1
34) CCC(=O)N(Cc1ccco1)c1nc(-c2ccccc2)cs1
35) CCCC(=O)Nc1ccc(NC(=O)c2ccccn2)cn1
36) Cc1cc(C)cc(NC(=O)c2ccccc2NC(=O)CCC(=O)O)c1
37) N#Cc1sc2nc(-c3cccs3)cc(-c3ccccc3)c2c1N
38) O=C(NCCCO)C(=O)NCCc1ccc(Cl)cc1
39) O=C(Nc1cnn(Cc2ccc(Cl)cc2)c1)c1cnccn1
40) O=C(NC1CC1)C1=C[C@@H](c2ccc3c(c2)OCO3)C[C@@H](OCc2ccc(CO)cc2)O1

compound no.	33	34	35	36	37	38	39	40
bIAP activator	1	1	1	1	0.9	1	0.9	0.9
FLuc inhib CS	-5	-7	36	1	-2	-9	-2	-2
TNAP inh hiacc	-4	-7	-8	-2	-3	-1	-4	-9
PMI act satM6P	0.9	1	1	1	1	1.1	1	0.9
PMI act	0.9	1	1	1.1	1.1	1.1	0.9	1
APP 5'UTR act	-5	26	77	-6	8	-15	3	-4
TNAP inh noacc	-9	-4	-20	-9	2	-8	-14	-15
NF-kB expr up	1	1.3	1.9	0.99	1.1	1.2	1.1	1
FLuc stim CS	1.1	1.1	0.6	1	1	1.1	1	1
TNAP act hiacc	1	1.1	1.1	1	1	1	1	1.1

41) CC(/C=C/c1ccc(N(C)C)cc1)=N/N=C1/NC(=O)CC(C(=O)Nc2ccc(Cl)cc2)S1 (configuration not stated)
42) COc1cccc2cc(C(=O)N(Cc3ccccc3)CC3CCCO3)c(=O)oc12 (configuration not stated)
43) Cc1ccc(N2C(=O)CC(Cn3nc(C)cc3C)C2=O)cc1 (configuration not stated)
44) Cc1c(C(=O)NCCC2=CCCCC2)cccc1[N+](=O)[O-]
45) CC1=NN(C(=O)c2ccccc2Cl)C(O)(c2cccnc2)C1 (configuration not stated)
46) CC1CCCC/C1=N\Nc1ccc(S(N)(=O)=O)cc1[N+](=O)[O-] (configuration not stated)
47) C#CCNC(=O)C1=C[C@H](c2ccc3c(c2)OCO3)C[C@H](OCc2ccc(CO)cc2)O1
48) Cc1cc(Cl)nc2c(C(C)C)cccc12

compound no.	41	42	43	44	45	46	47	48
bIAP activator	0.9	0.8	0.9	0.9	1.1	1	1	1.1
FLuc inhib CS	4	3	-5	-8	2	-1	1	-5
TNAP inh hiacc	2	-2	1	-4	8	25	-2	-1
PMI act satM6P	0.7	1	1	1	1.1	0.9	0.7	1
PMI act	0.8	1.1	1	1.1	1.1	0.9	0.9	1
APP 5'UTR act	29	2	17	24	1	15	9	9
TNAP inh noacc	-2	0	-8	3	4	10	2	-12
NF-kB expr up	1.2	1.5	1	2.1	0.97	1.2	0.94	1
FLuc stim CS	1	1	1	1.1	1	1	1	1.1
TNAP act hiacc	1	1	1	1	0.9	0.7	1	1

Quoted from the listing:
Cc1cc(Cl)nc2c(C(C)C)cccc12 – FLuc inhib CS = -5
CC1=NN(C(=O)c2ccccc2Cl)C(O)(c2cccnc2)C1 (configuration not stated) – PMI act satM6P = 1.1

Continuation.
49) COc1ccc(CC2(CO)CCN(Cc3c(C)nn(C(C)C)c3C)CC2)cc1
50) Cc1ccc2c(n1)sc1c(N)ncnc12
51) CCc1ccc(OCCCC(=O)NCc2ccccc2)cc1
52) COc1ccc(NC(=O)c2cc(C)nc3ccccc23)cc1S(=O)(=O)Nc1ccccc1Cl
53) Cc1cc(C)n2c(SCC#N)nnc2n1
54) CCOc1cnn(Cc2ccccc2)c(=O)c1SCc1ccccc1
55) Cc1ccc(CC(=O)N(Cc2ccccc2)c2ccccn2)cc1
56) Cc1cc(C)nc(NC2=NCCN2C(=O)NC2CCCCC2)n1
57) COc1ccc(N2CCN(Cc3nnc(-c4ccccc4)o3)CC2)cc1
58) CCn1c(=O)oc2cc(NC(=O)CCl)ccc21
59) Cc1cccc(NC(=O)c2cc3ccccc3nc2C)c1

compound no.	49	50	51	52	53	54	55	56	57	58	59
bIAP activator	0.9	0.9	1	1.1	0.9	1.1	1.2	1	1	1.1	1
FLuc inhib CS	-8	-2	5	-8	3	-6	-9	0	-4	-1	-1
TNAP inh hiacc	-7	-8	0	-4	0	-1	-6	-3	0	-5	-2
PMI act satM6P	0.9	0.9	1	0.9	0.9	1	0.9	1	0.8	0.9	0.9
PMI act	0.9	1	1.1	0.8	0.9	1.1	1	1	0.8	1	1
APP 5'UTR act	2	-7	8	29	-21	6	17	-18	10	-10	10
TNAP inh noacc	-11	-14	-3	-23	-2	-5	-7	-11	5	-13	-16
NF-kB expr up	0.94	1.2	1	0.63	1.1	1	1.1	1	1.2	1.1	1.1
FLuc stim CS	1.1	1	1	1.1	1	1.1	1.1	1	1	1	1
TNAP act hiacc	1.1	1.1	1	1	1	1	1.1	1	1	1.1	1
